NTR1 ag: NTR1-driven beta-arrestin-GFP spot formation – imaging, U2OS cells, high content, primary screen (AID 493036). 330,000 compounds, 0.17% hits. activation, % at 20 µM. agonist mode;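 active = activation at or above 40% of the spot to cytoplasm intensity ratio, with at least 20 cells analyzed; inconclusive = wells under 20 cells, flagged as cytotoxic or low count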;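 also: 0% = DMSO without peptide and 100% = 100 nM NTR1 peptide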
Target sequence (P30989 whole entry, looked up): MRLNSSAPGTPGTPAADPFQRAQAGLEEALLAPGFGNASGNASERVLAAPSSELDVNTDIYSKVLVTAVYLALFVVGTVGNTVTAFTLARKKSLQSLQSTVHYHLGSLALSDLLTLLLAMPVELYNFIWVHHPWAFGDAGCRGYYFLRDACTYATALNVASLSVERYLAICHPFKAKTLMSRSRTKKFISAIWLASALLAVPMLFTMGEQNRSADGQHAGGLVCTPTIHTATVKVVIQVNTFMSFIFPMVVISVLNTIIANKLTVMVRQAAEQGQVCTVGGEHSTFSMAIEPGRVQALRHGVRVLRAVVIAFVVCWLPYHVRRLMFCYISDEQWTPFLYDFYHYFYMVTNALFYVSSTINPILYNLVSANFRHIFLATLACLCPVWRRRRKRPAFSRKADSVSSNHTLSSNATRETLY
GPR55 beta-arrestin: GPR55 agonists via beta-arrestin recruitment, primary screen, imaging, U2OS cells, beta-arrestin-GFP redistribution (AID 1961); U2OS GPR55 beta-arrestin-GFP redistribution imaging; higher % means a stronger effect; activation, % at 10 µM; hits with a dose series show EC50 in µM; 290,000 compounds, 0.048% hits;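 active = activation above 40% with more than 50 cells counted in the well; inconclusive = wells holding fewer than 50 cells, flagged as toxic or sparse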;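 also: U2OS osteosarcoma cells stably expressing GPR55 and beta-arrestin-GFP; plate controls were DMSO negative control for no effect and LPI positive control for full effect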
UTI89 phage lysis: inhibition of K1F phage lysis, E. coli UTI89, bacterial capsule biogenesis inhibitors, alamar blue (AID 488966); one-dose inhibition, % at 100 µM; IC50 in µM for titrated hits; 340,000 compounds, 0.02% hits; E. coli UTI89 K1F phage lysis, alamar blue, 2 h; higher % means a stronger effect;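 active = phage lysis inhibition, versus mean bacterial control, above a set limit; inconclusive = no clear call, values can overlap the other calls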;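 also: capsule biogenesis inhibitors block K1F phage lysis so surviving cells raise fluorescence; higher fluorescence means more inhibition of phage lysis; actives were called in the ten point dose series up to 300 µM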
AID2073: disruptors of CaV2.2 binding to Mint1 – biochemical, HTRF (AID 2073) | HTRF protein-protein interaction, Mint1-CaV2.2; higher % means a stronger effect | inhibition, % at 20 µM; hits with a dose series show IC50 in µM | 290,000 compounds, 0.19% hits; in the data active = inhibition mostly above about 51%, no sharp cut-off; inconclusive = no clear call, values can overlap the other calls; inactive = mostly below about 53%; also: some results filed as inactive read as strong as hits
NS5 inhibitors: Dengue-2 NS5 methyltransferase inhibitors, primary screen, biochemical, confirmation dose response (AID 588689); Dengue-2 NS5 methyltransferase capping enzyme assay, biochemical; higher % means a stronger effect; inhibition, % at 25 µM; hits with a dose series show IC50 in µM; 340,000 compounds, 0.3% hits; in the data active = a potency from the dose series; inconclusive = inhibition above about 29% without an active follow-up result
GPR35 antagonists: GPR35 antagonists blocking zaprinast-driven arrestin recruitment, primary screen, imaging, U2OS, beta-arrestin-GFP, zaprinast agonist (AID 2058); U2OS GPR35 beta-arrestin-GFP translocation imaging, zaprinast antagonism; higher % means a stronger effect; inhibition, % at 10 µM, or IC50 in µM where a hit was titrated; 290,000 compounds, 0.052% hits;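 active = inhibition of at least 50% with at least 30 cells and total cytoplasm GFP at most 10,000,000; inconclusive = under 30 cells or total GFP of 10,000,000 plus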
SIAH1 antagonists: Siah-1 peptide-binding antagonists, primary screen, biochemical, fluorescence polarization, rhodamine-plectin, uHTS (AID 1817). 290,000 compounds, 0.02% hits. displacement, % at 20 µM, or IC50 in µM where a hit was titrated. Siah-1 / rhodamine-plectin peptide fluorescence polarization; higher % means a stronger effect;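 active = displacement of at least 50% at 20 µM, with a fluorescence ratio check between 0.3 and a set limit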;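 also: plate controls were Siah plus tracer with DMSO for no effect and tracer alone without Siah for full effect; strong numbers were not always called active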
GPR55 antagonists: inhibition of LPI-stimulated GPR55 beta-arrestin translocation – imaging, U2OS, beta-arrestin-GFP, LPI agonist, primary screen (AID 2013) | U2OS GPR55 beta-arrestin-GFP translocation imaging, LPI antagonism; higher % means a stronger effect | inhibition, % at 10 µM, or IC50 in µM where a hit was titrated | 290,000 compounds, 0.13% hits;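 active = spots per cell inhibited over 60%, with over 100 cells counted and total cytoplasm intensity under 500,000; inconclusive = wells with under 100 cells, flagged as likely toxic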;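 also: U2OS cells stably carrying GPR55 and arrestin-GFP stimulated by 5 µM LPI near EC80; imaged beta-arrestin-GFP aggregate spots per cell after agonist stimulation; plate controls were LPI-stimulated DMSO wells for no effect and DMSO wells without LPI for full effect; some results filed as inactive read as strong as hits; confirmed hits need IC50 under 10 µM and bright autofluorescent wells are also inconclusive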
HIV peptide binding: cell-free HIV fusion peptide-binding blockers – biochemical, uHTS, fluorescence dequenching, primary screen (AID 1986); cell-free peptide binding, fluorescence dequenching, 30 min; higher % means a stronger effect; 290,000 compounds, 0.3% hits; inhibition, % at 20 µM; hits with a dose series show IC50 in µM; in the data active = inhibition mostly above about 52%, no sharp cut-off; inactive = mostly below about 76%; also: some results filed as inactive read as strong as hits
NTR1 ag cell count 20 µM: recorded beside NTR1 ag, whose call it bears; cell count; measured here: cell count, cytotoxicity flag
NS5 inhibitors pilot replicate: further read-out of NS5 inhibitors, marked with its call; inhibition, %; measured here: pilot screen replicate inhibition
The depositor's hits bear a star; ? = inconclusive; / = not tested or not shown; [ ] = dose if it differs, or a comment. Outcome played no part in choosing rows; 1.2% or so of the library scored in one or more.

SMILES | NTR1 ag | NTR1 ag cell count 20 µM | GPR55 beta-arrestin | UTI89 phage lysis | AID2073 | NS5 inhibitors | GPR35 antagonists | SIAH1 antagonists | GPR55 antagonists | HIV peptide binding | others
CCOC(=O)/C(=C\C=C1/Sc2ccccc2N1CC)C(C)=O | / | / | -0.2% | -0.4% | -44% | 25% | -12% | 7% | 7% | 150%
NC(N)=N/N=C/c1ccc(Cl)c([N+](=O)[O-])c1 | 1.4 | 59 | -0.3% | 1.9% | 6% | -2% | -12% | 5% | 13% | -2.2%
Cc1cc2n(n1)C(c1ccsc1)Nc1ccccc1-2 (stereo unspecified) | 4.5 | 89 | 0.0% | -0.1% | 5% | -9% | -4% | 2% | 34% | 0.3%
COc1ccc(-c2[nH]ncc2CN2C[C@@H]3CCC[C@H]2C3)c(F)c1 | -0.4 | 89 | 0.4% | 2.8% | 17% | -1% | 3% | 5% | 9% | 1.1%
O=C(Nc1nnc(CCS(=O)(=O)c2ccc3ccccc3c2)s1)c1ccc([N+](=O)[O-])cc1 | 2.2 | 62 | -0.2% | 2.1% | -10% | -4% | 9% | -5% | -3% | -2.2%
COc1ccc(N=C2SC(C(=O)O)CC(=O)N2C)cc1 (stereo unspecified) | -0.2 | 50 | -0.2% | -0.7% | ? | 1% | 1% | -1% | 5% | 2.2%
CCOC(=O)C1CCN(CC(=O)Nc2cc(C)nn2-c2nc3ccccc3s2)CC1 | 9.6 | 60 | -0.2% | 0.6% | 28% | -1% | 10% | 4% | 2% | 2.5%
CCOc1ccccc1N(C)S(=O)(=O)c1ccc2[nH]cc(C(=O)N(CCOC)CCOC)c(=O)c2c1 | -1.4 | 92 | -0.2% | 0.5% | 3% | 6% | -6% | 8% | -2% | -2.1%
Cc1nc2nc(-c3cccnc3)nn2c(C)c1Cl | -1.4 | 93 | 0.2% | 1.0% | 4% | -10% | 19% | -6% | 17% | -1.2%
O=C(NNS(=O)(=O)c1ccc(F)cc1)c1ccc(S(=O)(=O)N2CCCCC2)cc1 | 1.8 | 58 | -0.4% | 0.1% | 2% | -7% | -14% | 3% | 6% | 1.8%
O=C1N/C(=C/c2ccc(N3CCCC3)cc2)C(=O)N1c1ccccc1 | 9.5 | 70 | 0.0% | 1.3%[50 µM] | -2% | 8% | 3% | 4% | 5% | 4.9%
Brc1ccccc1CN1CCC(Cc2ccccc2)CC1 | 2.8 | 73 | -0.2% | 0.0% | 2% | -1% | 19% | 12% | 25% | -0.7% | NS5 inhibitors pilot replicate=-1.2
Cc1nc2ccc(S(=O)(=O)Nc3cc(-c4nc5cccnc5s4)ccc3C)cc2s1 | 0.2 | 96 | 0.3% | 4.4% | 34% | -3% | -28% | -2% | -20% | 3.9%
COc1ccc(-c2csc3ncnc(N4CCN(c5ccc(OC)cc5)CC4)c23)cc1 | 7.0 | 50 | 0.2% | -0.1% | 4% | -7% | 0% | 1% | -11% | 0.0%
CS(=O)(=O)c1ccc(Cl)c(NC(=O)COC(=O)/C=C/c2cnc3ccccc3n2)c1 | 0.8 | 64 | -0.1% | 0.1% | 14% | -3% | 9% | 7% | 3% | 0.3%
CNC(=O)CCc1nc(-c2ccc(C(C)(C)C)cc2)no1 | 0.0 | 48 | -0.1% | 0.3% | 21% | 3% | 5% | -1% | 2% | 2.4%
CN(C)c1ccc(NC(=O)c2ccc(Cn3cc([N+](=O)[O-])cn3)cc2)cc1 | 1.6 | 32 | -0.7% | -0.1% | -14% | 64% | 2% | -6% | 15% | 1.0%
Cc1nc(C(F)(F)F)ccc1C(=O)N1CCCCC1 | 0.6 | 45 | 0.2% | 0.6% | -2% | 2% | 1% | 11% | 9% | -1.0%
CN1C(=C2C(=O)OC(C)(C)OC2=O)Sc2ccccc21 | -1.2 | 62 | -0.1% | 2.3% | 37% | -5% | -1% | -1% | 10% | 4.1%
O=C(O)c1ccc(N2C(=O)CC(N3CCN(c4cccc(C(F)(F)F)c4)CC3)C2=O)cc1 (stereo unspecified) | -0.6 | 41 | -0.2% | -1.1% | 3% | -4% | 8% | 12% | 5% | 0.9%
O=C(N/N=C/c1ccncc1)c1cccc(N/N=C/c2ccncc2)c1 | 1.0 | 56 | -0.4% | 0.2% | -7% | -1% | -2% | 0% | 20% | -0.7%
O=C(Cn1cc(/C=C\[N+](=O)[O-])c2ccccc21)Nc1ccccc1 | 47* | 56* | 0.7% | -0.1% | 3% | 7% | 3% | 2% | -10% | -3.2%
c1ccc(SCCOCCn2cncn2)cc1 | 1.1 | 67 | 0.5% | 3.5% | -1% | 4% | -3% | 1% | 12% | 0.5%
O=C(Nc1ccccc1N1CCOCC1)c1ccc(OCc2cscn2)cc1 | 21 | 62 | -0.2% | -0.3% | 0% | -14% | -13% | 3% | -1% | -1.2%
CCC(Sc1nncn1C)C(=O)Nc1ccccc1OC (stereo unspecified) | 0.9 | 58 | -0.1% | 0.3% | 2% | -2% | -2% | -1% | -24% | -1.3%

Seven compounds drawn at random from the list so far:
SMILES | NTR1 ag | NTR1 ag cell count 20 µM | GPR55 beta-arrestin | UTI89 phage lysis | AID2073 | NS5 inhibitors | GPR35 antagonists | SIAH1 antagonists | GPR55 antagonists | HIV peptide binding | others
COc1ccc(-c2[nH]ncc2CN2C[C@@H]3CCC[C@H]2C3)c(F)c1 | -0.4 | 89 | 0.4% | 2.8% | 17% | -1% | 3% | 5% | 9% | 1.1%
O=C(O)c1ccc(N2C(=O)CC(N3CCN(c4cccc(C(F)(F)F)c4)CC3)C2=O)cc1 (stereo unspecified) | -0.6 | 41 | -0.2% | -1.1% | 3% | -4% | 8% | 12% | 5% | 0.9%
Cc1nc2nc(-c3cccnc3)nn2c(C)c1Cl | -1.4 | 93 | 0.2% | 1.0% | 4% | -10% | 19% | -6% | 17% | -1.2%
CCOC(=O)/C(=C\C=C1/Sc2ccccc2N1CC)C(C)=O | / | / | -0.2% | -0.4% | -44% | 25% | -12% | 7% | 7% | 150%
O=C1N/C(=C/c2ccc(N3CCCC3)cc2)C(=O)N1c1ccccc1 | 9.5 | 70 | 0.0% | 1.3%[50 µM] | -2% | 8% | 3% | 4% | 5% | 4.9%
c1ccc(SCCOCCn2cncn2)cc1 | 1.1 | 67 | 0.5% | 3.5% | -1% | 4% | -3% | 1% | 12% | 0.5%
CCC(Sc1nncn1C)C(=O)Nc1ccccc1OC (stereo unspecified) | 0.9 | 58 | -0.1% | 0.3% | 2% | -2% | -2% | -1% | -24% | -1.3%

The results go on.
SMILES | NTR1 ag | NTR1 ag cell count 20 µM | GPR55 beta-arrestin | UTI89 phage lysis | AID2073 | NS5 inhibitors | GPR35 antagonists | SIAH1 antagonists | GPR55 antagonists | HIV peptide binding | others
CC(NC(=S)Nc1ccc(S(N)(=O)=O)cc1)c1ccc2c(c1)OCO2 (stereo unspecified) | 0.2 | 47 | 0.0% | -0.7% | -14% | 1% | -3% | 1% | 6% | -2.9%
COC(=O)c1ccccc1NC(=O)Nc1cc(C(C)(C)C)on1 | 1.3 | 58 | -0.1% | 0.0% | -8% | -4% | 0% | -2% | -3% | -1.1%
O=C(Nc1cccc(CNCCc2c[nH]c3ccccc23)c1)c1ccccc1Cl | 4.2 | 109 | 0.0% | 0.0% | -7% | -3% | 22% | -1% | 9% | -2.4%
O=C(O)c1ccccc1N/C=C\[N+](=O)[O-] | 0.0 | 44 | 0.1% | 0.4% | 26% | 5% | -2% | -2% | -8% | 16%
CCCCc1ccc(NC(=O)Nc2c(C)n(C)n(-c3ccccc3)c2=O)cc1 | 0.1 | 41 | 0.0% | 1.6%[50 µM] | -4% | 5% | -10% | 1% | 9% | 2.2%
COc1ccc(N(C(=O)c2snc(C(N)=O)c2N)C(C(=O)NC2CCCC2)c2ccco2)c(OC)c1 (stereo unspecified) | 0.4 | 48 | 0.6% | 0.5% | -5% | 0% | 7% | 4% | 13% | -2.2%
COc1ccc(C2(C)NC(=O)N(CC(=O)Nc3ccc(S(=O)(=O)N4CCCC4)cc3)C2=O)cc1 (stereo unspecified) | 0.8 | 57 | 0.7% | 0.3% | 5% | -4% | 7% | 6% | 15% | -1.5%
CS(=O)(=O)N1CCCC(C(=O)NCc2cccs2)C1 (stereo unspecified) | -1.3 | 61 | 0.3% | 4.4% | 0% | -3% | 13% | 0% | 10% | -1.0%
Cc1noc(C)c1COC(=O)COc1ccc(C#N)cc1 | -1.3 | 50 | -0.4% | 0.1% | 6% | -9% | -10% | 10% | 8% | 0.5%
CC(NC(=O)C1CCC1)c1ccc(Cl)cc1 (stereo unspecified) | -0.6 | 84 | -0.1% | 1.8% | 5% | -3% | 2% | 2% | 13% | 0.7%
CC1CCc2nn(CC(=O)Nc3c(F)cc(F)cc3Br)cc2C1 (stereo unspecified) | -2.5 | 70 | 0.3% | 5.1% | 1% | -4% | -5% | 0% | 7% | 1.7%
CC(C(=O)OCC(=O)c1ccc([N+](=O)[O-])cc1)N1C(=O)C2C3C=CC(C3)C2C1=O (stereo unspecified) | -1.3 | 33 | -0.4% | 0.3% | -54% | -11% | -2% | 1% | -15% | 0.3%
Cc1cc(C)n2cc(CSCc3ccccc3)nc2n1 | 0.9 | 94 | 1.1% | -0.1% | 23% | -1% | 8% | -1% | -10% | -0.7%
CC(C)c1ccc(/C=N/NC(=O)C(=O)NCCCN2CCOCC2)cc1 | -2.7 | 65 | 0.2% | -1.6% | -4% | / | 9% | 0% | 7% | 0.0%
O=C(NC1CC1)C1CCN(S(=O)(=O)c2cc(Cl)ccc2Cl)CC1 | -1.3 | 26 | -0.1% | 3.5% | 0% | -6% | 10% | -3% | 17% | 0.3%

Screening results as filed in PubChem.
